Bioassay records from PubChem.
TDP1 inh – qHTS Assay for Inhibitors of Tyrosyl-DNA Phosphodiesterase (TDP1); Tyrosyl-DNA phosphodiesterase 1 (Homo sapiens), Q9NUW8; recombinant TDP1, AlphaScreen DNA substrate cleavage; Potency, µM (highest dose often 130 µM), inactives show at the top dose activity change, negative = inhibition, actives largely listed as inhibitors; 0.28% of 350,000 active; note: nearly all actives have a fitted effect of over 40% in size
Target sequence (Q9NUW8 whole entry, looked up): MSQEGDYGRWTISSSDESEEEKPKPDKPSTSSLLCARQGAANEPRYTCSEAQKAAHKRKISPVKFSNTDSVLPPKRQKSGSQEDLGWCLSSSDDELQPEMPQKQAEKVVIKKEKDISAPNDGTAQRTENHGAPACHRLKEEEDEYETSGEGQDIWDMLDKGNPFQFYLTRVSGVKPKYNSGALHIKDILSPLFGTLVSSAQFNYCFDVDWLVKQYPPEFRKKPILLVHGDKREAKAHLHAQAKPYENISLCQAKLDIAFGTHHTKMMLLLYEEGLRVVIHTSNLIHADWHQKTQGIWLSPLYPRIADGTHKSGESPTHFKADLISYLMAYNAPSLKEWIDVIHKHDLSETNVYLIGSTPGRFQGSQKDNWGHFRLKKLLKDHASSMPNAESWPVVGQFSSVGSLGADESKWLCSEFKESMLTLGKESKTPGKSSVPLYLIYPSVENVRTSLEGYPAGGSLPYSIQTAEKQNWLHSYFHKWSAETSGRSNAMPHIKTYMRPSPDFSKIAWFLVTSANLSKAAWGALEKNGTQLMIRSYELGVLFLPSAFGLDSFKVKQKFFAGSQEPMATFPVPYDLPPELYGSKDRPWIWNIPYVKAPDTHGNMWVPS
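Tdp1 1 nM final; 15 min RT w/ cpd; substrate 15 nM, 5 min; beads 10 ug/ml, 10 min; AlphaScreen read. Neg ctrl: no enzyme.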
TDP1 cell CPT – qHTS for Inhibitors of human tyrosyl-DNA phosphodiesterase 1 (TDP1): qHTS in cells in presence of CPT; chicken DT40 Tdp1-/-;hTDP1 cells + 20 nM CPT, ATP luminescence, 48 h; Potency, µM (titrated, usually from 46.2 µM), without a hit: top-dose activity change, negative = growth inhibition, actives largely listed as inhibitors; 12% of 420,000 active; note: nearly all actives have a fitted effect of over 55% in size
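Chicken DT40 Tdp1-/- cells stably complemented with human TDP1 were seeded at 400 cells/well in medium containing 20 nM camptothecin, exposed to pin-transferred compounds, and grown at 37 °C for at least 48 hr. Viability was read as ATP luminescence.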
TDP1 cell noCPT – qHTS for Inhibitors of human tyrosyl-DNA phosphodiesterase 1 (TDP1): qHTS in cells in absence of CPT; DT40 Tdp1-/- hTDP1 cells, no CPT, ATP luminescence, 48 h; Potency, µM (series often up to 46.2 µM), for inactives: top-dose activity change, negative = growth inhibition, most hits filed as inhibitors; 15% of 420,000 active; AID 686978, 2013; note: nearly all actives have a fitted effect of over 55% in size
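Seeded 400 DT40-hTDP1 cells/well (vehicle DMSO, no 20 nM CPT); pinned compounds; ≥48 hr at 37 °C; CellTiter-Glo luminescence as viability measure.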
* marks the source's active call; other numbers are inactive results; ? = inconclusive; / = no result given; [ ] = another dose, or the depositor's remark. Calls come from the whole dose curve; as a rule, active = well fitted curve in the direction sought with a large enough effect; inconclusive = small, poorly fitted or top-dose-only effect, or another doubt; inactive = no such curve, though single readings can be large; an effect the other way counts as inactive or inconclusive. % is set by controls: 0 for no effect and ±100 for the full control effect; potency is the fitted concentration of half-maximal effect.

structure | TDP1 inh | TDP1 cell CPT | TDP1 cell noCPT
CC(C)c1ccc(S(=O)(=O)c2n[nH]n3c2nc(=O)c2ccccc23)cc1 | -2.5% | -21.5% | -15.9%
COc1cc(C(=O)Oc2ccc(Br)cc2C(=S)N2CCOCC2)cc(OC)c1OC | 1.6%[0.0935 µM] | ? | ?
COc1ccc(C(=O)NCC(=O)Nc2cccc(S(=O)(=O)N3CCCC3)c2)cc1 | 2.6% | 5.7% | 11.0%
COc1ccc(-c2c3c(=O)n(C)c(=O)n(C)c3cn2Cc2cccnc2)cc1 | 2.0% | -2.7% | -24.5%
Cc1ccc(S(=O)(=O)NC(=O)Nc2cc(C(C)(C)C)on2)cc1 | 2.6% | 0.9% | 1.1%
CCC(=O)c1ccc(OCC(=O)OCC(=O)N(CCC#N)c2ccc3c(c2)OCCO3)cc1 | 1.1% | -8.6% | -19.1%
CN1CCN(NC(=S)NC(C)(C)CC(C)(C)C)CC1 | 5.0% | -14.2% | ?
COc1ccccc1NS(=O)(=O)c1cccc(C(=O)NCC2(N3CCCCC3)CCCCC2)c1 | / | -19.6% | -22.3%
CCOC(=O)N1CCC(N2Cc3cccc(C(=O)Nc4ccc(CC)cc4)c3C2=O)CC1 | 1.1% | ? | ?
C[C@H]1CN([C@@H](C)CO)S(=O)(=O)c2ccc(Br)cc2O[C@H]1CN(C)S(=O)(=O)c1ccccc1F | / | 2.9% | 4.5%
CCOC(=O)c1cc(-c2ccccc2)n[nH]1 | 3.6% | 3.0% | -14.0%
COc1ccccc1NC(=S)N1CCNC(=O)C1CC(=O)Nc1cccc(C)c1 (stereo not given) | / | 5.0% | 17.1%
COc1ccc(O)c(C(=O)c2cc(C#N)c(=O)n(-c3ccc(Cl)cc3)c2)c1 | -3.1% | ? | ?
CSCCC(=O)N1CCCC(CNC(=O)c2ccccc2Cl)C1 (stereo not given) | 0.0% | -2.7% | -18.6%
Cc1cc(C(C)(C)C)ccc1OCC(=O)N/N=C\c1c(C)n(C)n(-c2ccccc2)c1=O | / | -18.0% | -16.1%
COc1cccc(/C=C/C(=C2/C(=O)N(c3ccccc3)N=C2C)c2ccc(Br)cc2)c1OC | 5.3% | -3.2% | 7.1%
COc1ccc(CN(C)C(=O)CCN2C(=O)c3ccccc3C2=O)c(OC)c1OC | / | -17.7% | -9.1%
C[C@H](N)CCCP(=O)(O)O | ? | -6.1% | -7.7%
CC(C)c1ccc(NC(=O)NC2CCCCC2)cc1 | 1.0% | ? | 20.6µM*
Cc1cccc(Cn2c(=O)n(CCCC(=O)NCc3ccco3)c(=O)c3ccccc32)c1 | 0.0% | 9.2µM* | 20.6µM*
NC(=O)[C@@H]1CCNc2c(I)cc([N+](=O)[O-])cc2C(=O)N[C@@H](CCC(=O)O)C(=O)N[C@@H](CO)C(=O)N1 | -3.9% | 7.0% | 14.5%
Cc1cc(C)c2c(N)c(S(=O)(=O)Cc3ccccc3)sc2n1 | 0.5% | ? | ?
O=C(CSc1nc2nc(-c3cccs3)cc(C(F)(F)F)c2c(=O)[nH]1)C(F)(F)F | / | 13µM* | ?
COC(=O)[C@]12CCCCC=C1N(Cc1ccccc1)C(=O)[C@H](CC(=O)NCC13CC4CC(CC(C4)C1)C3)C2 | / | 18.4µM* | ?
COCCNC(=S)NN=C1CCCCCC1 | 4.6% | ? | 22.8%
Oc1ccc(-c2[nH]ncc2-c2ccc(Cl)cc2)c(O)c1 | 7.7% | -15.3% | ?
Cc1oc2ncn(CC(C)C)c(=O)c2c1C(=O)N1CCN(c2ccc(F)cc2)CC1 | 3.2% | -21.9% | -25.8%
Cc1ccc(C(=O)N/C(=C\c2ccco2)C(=O)N2CCOCC2)cc1C | 3.2% | -20.3% | 3.5%
COc1cc(-c2noc(C)c2-c2ccc(N(C)C)nc2)cc(OC)c1OC | / | 0.13µM* | 0.0366µM*
O=C1C2ON(c3ccccc3)C(c3cccnc3)C2C(=O)N1c1ccccc1 (stereo not given) | 4.1% | 7.0% | 10.9%
CCC(=O)Nc1nnc(Sc2ccc(N(C)C)cc2)s1 | 44.7µM* | -5.9% | -1.1%
NC(=S)Nc1cc2ccccc2c2ccccc12 | 5.9% | ? | ?
CCSc1ccc(C(=O)NCC(=O)O)cc1 | -1.3% | -1.6% | 7.5%
COc1cc(NC(=O)Cc2cccs2)c(C(=O)O)cc1OC | 2.5% | -0.6% | -7.0%
Cc1nc2ccccn2c1C(=O)N/N=C/c1cc(C)n(-c2ccc(Cl)cc2)c1C | 7.3% | 16.4µM* | 14.6µM*
CCOC(=O)Cn1c(=O)c2c(nc(N3CCOCC3)n2C)n(C)c1=O | 4.7% | -3.6% | -13.1%
CC(=O)c1ccccc1NC(=O)Cn1c(=O)cnc2ccccc21 | 5.5% | -8.9% | -5.7%
N#C/C(=C(/O)c1cc2ccccc2o1)c1nc2ccccc2s1 | 1.2% | ? | 13µM*
CCC(=O)Nc1ccc(C(=O)NNC(=O)c2cc(OC)c(OC)c(OC)c2)cc1 | 0.0% | 2.2% | -27.1%
Cc1cc(C(c2ccc(O)cc2)c2cc(C)c(O)cc2C)c(C)cc1O | / | ? | -5.1%
COc1cccc(-n2nc3c(=O)n(Cc4ccccc4Cl)nc(C)c3c2C)c1 | 7.0% | -13.2% | -11.6%
Cn1c(SCc2ccc(Cl)cc2)nnc1C1CC1 | 0.0% | 6.8% | 14.6%
O=C(CCCCCn1c(=S)[nH]c2cc3c(cc2c1=O)OCO3)N1CCN(C2CCCCC2)CC1 | 2.5% | ? | ?
Cc1ccc2[nH]c(-c3cccc(N)c3)cc2c1 | 6.2% | -13.2% | -3.7%
COc1ccc(NC(=O)c2ccc(NC(=O)c3ccco3)cc2)c(OC)c1 | 2.6% | ? | ?
Cc1cc(C(=O)O)c2c(=O)n(C)c(=O)n(C)c2n1 | 0.0% | 0.6% | -14.6%
Cc1c(NC=C(C#N)C#N)c(=O)n(-c2ccccc2)n1C | 7.4% | 2.6% | -15.9%
COC(=O)/C=C/c1cc(F)ccc1S(=O)(=O)Nc1ccccc1 | / | ? | ?

Quoted at random: 2 compounds from above.
structure | TDP1 inh | TDP1 cell CPT | TDP1 cell noCPT
COC(=O)/C=C/c1cc(F)ccc1S(=O)(=O)Nc1ccccc1 | / | ? | ?
CC(=O)c1ccccc1NC(=O)Cn1c(=O)cnc2ccccc21 | 5.5% | -8.9% | -5.7%

Additional records follow:
structure | TDP1 inh | TDP1 cell CPT | TDP1 cell noCPT
O=C(Nc1ccc(F)c(Cl)c1)c1cc(-c2ccco2)on1 | 7.3% | -0.8% | ?
N#Cc1cccc(-c2cc(NCc3cccs3)ncn2)c1 | -9.3%[56.1 µM] | -29.5% | ?
CC(NS(=O)(=O)c1ccc(F)cc1)C(=O)NCc1ccncc1 (stereo not given) | -1.1% | -1.4% | -13.2%
COc1ccc(S(=O)(=O)N(CCc2ccccc2)CC(=O)NCc2ccc(C)cc2)cc1 | -4.0%[12.3 µM] | ? | 20.6µM*
O=C(COc1ccc(S(=O)(=O)N2CCOCC2)cc1)NCc1ccco1 | 3.0% | 19.5% | -13.5%
Cc1cccc(NC(=O)C2CCN(S(=O)(=O)c3cccs3)CC2)n1 | 5.2% | -14.7% | -5.3%
O=c1[nH]c(C2CCN(S(=O)(=O)Cc3ccccc3)CC2)nc2c1nnn2Cc1ccccc1 | 7.1% | ? | ?
CC1CCCN(S(=O)(=O)c2ccc(C(=O)NC(C)c3ccccc3)cc2)C1 (stereo not given) | 3.5% | ? | -27.7%
c1ccc2oc(-c3[nH]ncc3CN(Cc3ccncc3)CC3CCCO3)cc2c1 (stereo not given) | 7.4% | ? | 25.9µM*
COc1ccc(/C=C2\SC(N3CCCCC3)=NC2=O)cc1OC | / | -17.4% | 20.6µM*
O=C(Nc1ccc(Cl)cc1Cl)c1cc(S(=O)(=O)N2CCN(c3ccccc3F)CC2)ccc1F | 5.2% | 9.2µM* | 8.2µM*
CCSc1ccc(/C(N)=N/OC(=O)c2cccs2)cn1 | ? | ? | 7.4%
O/N=C/c1ccc2ccccc2c1 | 11.9% | 12.2% | 5.1%
Cc1ccc(C(=O)N/N=C/c2cccnc2)cc1Cl | / | 0.0% | -14.3%
COC(=O)CSc1nnc(CNc2nc(-c3ccccc3)cs2)n1C | -2.5% | 16.5% | 1.5%
Cc1oc(-c2ccc(C(=O)NCc3ccc(N(C)C)cc3)cc2)nc1COc1ccccc1 | 5.6% | 2.7% | -26.1%
Cc1nn(CC(=O)OCCOc2ccc(Br)cc2)c(C)c1[N+](=O)[O-] | 2.4% | -11.3% | 1.6%
O=C(CCc1c[nH]c2ccccc12)NC1CC1 | 2.0% | 14.8% | -4.3%
Cc1cnc(C(=O)Nc2cc(S(=O)(=O)N3CCOCC3)ccc2N2CCN(C)CC2)cn1 | 5.5% | -27.3% | -26.9%
Oc1ccc(N=Nc2ccc3c(c2)OCCO3)c2ncccc12 | 12.8% | 2.91µM* | 2.06µM*
N/C(=N\NC(=O)c1cccs1)c1cc2cc(Cl)ccc2oc1=O | / | -24.3% | -5.0%
Cc1ccc2cc(/C=C/C(=O)c3ccco3)c(Cl)nc2c1 | 1.9% | 10.3µM* | 20.6µM*
Cc1ccc(CNC(=O)c2cc3c(s2)-c2c(C)cccc2OC3)cc1 | -6.8% | -27.4% | ?
CC(=O)c1coc2ccc(OCC(=O)O)cc12 | 0.7%[56.1 µM] | 0.7% | -19.3%

Single records (already shown). Order of values: TDP1 inh	TDP1 cell CPT	TDP1 cell noCPT
Cc1ccc(C(=O)N/N=C/c2cccnc2)cc1Cl is listed as /	0.0%	-14.3%
O=C(Nc1ccc(Cl)cc1Cl)c1cc(S(=O)(=O)N2CCN(c3ccccc3F)CC2)ccc1F is listed as 5.2%	9.2µM*	8.2µM*
Cc1nc2ccccn2c1C(=O)N/N=C/c1cc(C)n(-c2ccc(Cl)cc2)c1C is listed as 7.3%	16.4µM*	14.6µM*
Cc1ccc2[nH]c(-c3cccc(N)c3)cc2c1 is listed as 6.2%	-13.2%	-3.7%

Continuation:
structure | TDP1 inh | TDP1 cell CPT | TDP1 cell noCPT
COc1ccc(N2CC(C(=O)N(CC(C)C)c3c(N)n(Cc4ccccc4)c(=O)[nH]c3=O)CC2=O)c(OC)c1 (stereo not given) | 2.9% | -5.2% | -15.8%
Cc1cccc(NC(=O)CCN2C(=O)C3C4CCC(C4)C3C2=O)c1C (stereo not given) | 0.0% | -23.6% | -8.7%
COc1ccc(CCNC(=O)Cn2cc(C(=O)c3ccc(F)cc3)c(=O)c3ccc(C)nc32)cc1OC | 5.3% | -24.4% | ?
Cc1ccc(S(=O)(=O)N2CCN(C(=O)COC(=O)COc3ccc(Cl)cc3C)CC2)c(C)c1 | / | -7.0% | -20.4%
CCOC(=O)Cn1c(=N)n(Cc2ccccc2F)c2ccccc21 | 2.6% | -6.0% | -12.1%
O=[N+]([O-])c1ccc(C2=Nc3cc(Cl)ccc3OC2)cc1 | 7.7% | 4.1% | 1.8%
Cc1noc(C)c1-c1cncnc1Nc1ccccc1 | / | 18.2% | 13.5%
Cc1ccc(NC(=O)CSc2ncc3c(n2)-c2ccccc2N(C)S3(=O)=O)c(Cl)c1 | 0.0% | 0.731µM* | 0.651µM*
N#Cc1c2c(c(-c3ccco3)[nH]c1=O)CCCC2 | -9.8% | ? | -13.3%
O=C(CSc1nnc2ccccn12)NNC(=O)c1ccccc1F | -0.7% | 7.1% | 0.3%
O=C(O)c1ccc(S(=O)(=O)N2CCOCC2)o1 | / | 2.3% | -2.8%
Cn1c(=O)c2c(nc(N3CCN(c4ccccn4)CC3)n2Cc2ccccc2Cl)n(C)c1=O | 3.2% | ? | ?
Cc1ccc2nc(NC(=O)c3ccc(-c4nc5ccccc5s4)s3)sc2c1 | 2.6% | ? | ?
Cc1cc2c(cc1C)C(c1ccsc1)CC(=O)N2 (stereo not given) | 1.3% | -9.3% | 12.9%
CC(=O)c1cccc(NC(=O)C2CCN(C(=O)c3cnn(-c4ccccc4)c3-n3cccc3)CC2)c1 | 2.5% | ? | ?
COc1cc(CN2CCC(n3nccc3NC(=O)C3CCOC3)CC2)ccc1F (stereo not given) | 4.4% | -1.6% | -2.6%
CC(Oc1ccccc1)C(=O)Nc1nnc(S(=O)(=O)Nc2ccccc2)s1 (stereo not given) | / | -22.7% | -10.4%
CCC(Oc1ccc2c(c1)C(=O)CC(C)(C)O2)C(=O)NCCN1CCCCCC1 (stereo not given) | -2.6% | -21.0% | ?
CCOC(=O)/C(=C/c1ccc(OC(=O)c2ccncc2)cc1)C(C)=O | -2.5% | ? | ?
CC(C)c1ccc(NC(=O)C2(C)Cc3c(-c4ccccc4)ccnc3O2)cc1 (stereo not given) | / | 18.4µM* | ?
